PGC1a acetyl inh: PGC1a acetylation modulation, inhibitor mode; U2OS PGC1a acetylation, AlphaScreen anti-acetyl-lysine; with virally co-expressed GCN5 acetyltransferase; 350,000 tested, 0.17% active; AID 651687; inhibition, % at 15.6 µM;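 active means every replicate shows inhibition of at least 40%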;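 further: 0% = neutral control wells and 100% = positive control wells; some results beyond the cut were filed as inactive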
C2C12 statin: suppression of simvastatin myotoxicity. C2C12 myotubes + simvastatin, ATP luminescence, 48 h; scaled: DMSO 0, geranylgeraniol control 100. rescue of ATP level, % at 7.49 µM. 330,000 tested, 0.78% active. AID 602340;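 active means mean ATP rescue above about 67%, or every replicate alone reaching that limit, limit read from the data, passing the limit was not always enough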;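 further: myotubes were challenged with 10 µM simvastatin during compound exposure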
Cneo AK release: Cryptococcus neoformans lysis via adenylate kinase release; C. neoformans lysis, adenylate kinase release luminescence, 4 h; normalised: neutral wells 0, clomiphene wells 100; lysis activity, % at 15 µM; 360,000 tested, 0.2% active;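 active means mean lysis activity across replicates of at least 80%, whatever share of replicates individually reach that level; inactive means mean lysis activity below 80%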
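Material – Cryptococcus neoformans yeast cells · Quantity – 5 × 10^6 yeast cells/mL · Buffer or medium – YPD medium · Compound – single dose · Timing – 4 h static compound exposure, 37 °C, read 1 h post-reagent · Signal – adenylate kinase release luminescence · Read-out basis – lysis from increased AK signal · Benchmarks – Clomiphene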
An asterisk follows results filed as active. A portion of the library; count on the stated rates, not on these rows.

item	compound	PGC1a acetyl inh	C2C12 statin	Cneo AK release
1	CCOc1nc(-c2ccc(C)cc2)ccc1-c1noc(COC)n1	-6	-77	0
2	Cc1sc(NC(=O)C2CCCCC2)c(C#N)c1-c1ccccc1	-13	-1	0
3	CCOC(=O)N1CCN(S(=O)(=O)c2cc3c(cc2C)NC(=O)CO3)CC1	2	7	1
4	Brc1ccc(CSc2ncn[nH]2)cc1	-46	-1	-1
5	CC(CN1CCN(C)CC1)OC(=O)c1ccc(Cl)cc1Cl (centres undefined)	4	-6	1
6	CCN(CC)c1nc(N)nc(NS(=O)(=O)c2ccc(Cl)cc2)n1	0	13	-1
7	O=C(c1ccccc1)c1cc2ccc(O)cc2oc1=O	10	-10	2
8	CCOC(=O)Cc1csc(NC(=O)c2cccc(OC)c2)n1	-1	-10	0
9	COc1ccccc1N1CCN(C(c2ccc(F)cc2)c2nnnn2C(C)C)CC1 (centres undefined)	-13	14	0
10	Cc1ccccc1-n1c(SCC(=O)N2CCN(c3ccccc3)CC2)nnc1-c1ccncc1	10	-6	0
11	CCN(CC)C(=O)CSc1nc2c(sc(=S)n2CC)c(=O)n1-c1ccccc1	-1	2	1
12	CCOC(=O)c1sc2nc(N3CCOCC3)c3c(c2c1N)CCC3	-18	12	-1
13	COc1ccccc1[C@@H]1C(c2cccc(Cl)c2)=NN(c2ccccc2)[C@H]1C(=O)N1CCOC1=O	-11	13	0
14	CCCC(=O)Nc1ccc(Sc2ccc([N+](=O)[O-])cc2)cc1	-13	11	-2
15	CC(C)[C@H](NC(=O)Nc1ccc(S(N)(=O)=O)cc1)C(=O)O	7	7	1
16	CCc1c(C)nc2cc(C)[nH]n2c1=O	8	5	0
17	COc1ccc(NC(=O)C2CCCN2C(=O)NC2CCCCC2)cc1OC (centres undefined)	-3	4	0
18	C=CCc1cccc(CNc2nc3ccccc3n2CC)c1O	-4	-21	0
19	Cc1ccc(N(C(C)C(=O)Nc2ccc(S(=O)(=O)N3CCOCC3)cc2)S(C)(=O)=O)cc1C (centres undefined)	-1	3	0
20	CCCNc1nc(Nc2ccc(C)cc2)nc(N2CCCC2)n1	12	2	4
21	CCOc1ccccc1OCCOCCN1CC(C)OC(C)C1 (centres undefined)	-5	6	-1
22	Cc1cc(NCCO)c2ccccc2n1	0	1	14
23	CC(C)Sc1nc2ccccc2n1CC(N)=O	-3	9	-1
24	COc1ccc2nc(SCC(=O)N3CCCCCC3)c(C#N)cc2c1	-5	27	-1
25	Cc1cc(=O)n(CCCO)c(O)c1C#N	7	-7	3
26	COc1ccc(-c2cc(C(F)(F)F)nc(NCc3ccco3)n2)cc1OC	-10	0	-8
27	CC1(C)Cc2c(C#N)c(N)n(-c3ccccc3)c(=O)c2CO1	9	82*	0
28	COc1ccc(C(=O)NC(C)c2nc3ccccc3n2C)cc1OC (centres undefined)	5	3	-3
29	CCCNS(=O)(=O)c1ccc(Oc2ncc(C(F)(F)F)cc2Cl)cc1	-6	-80	-1
30	Cc1ccc(C(=O)NCCCN2CCOCC2)o1	-1	13	-3
31	CC(C)N(CCNS(=O)(=O)c1ccc(Cl)cc1)C(C)C	-1	1	0
32	Cc1ccc2nc(-c3ccccc3)cc(C(=O)NCCCn3ccnc3)c2c1	1	-17	-2
33	Cc1cc(C(=O)OCc2nnc(-c3ccccc3)o2)c(C)n1-c1ccccc1	-7	-17	2
34	O=C(CCn1c(=O)oc2ccccc21)NCCN1CCc2ccccc2C1	-5	3	1
35	COCCCNC(=O)CN(c1cc(OC)ccc1OC)S(=O)(=O)c1ccccc1	1	34	0
36	N#CCCCN1C(=O)C(O)(CC(=O)c2ccc3c(c2)OCCO3)c2ccccc21 (centres undefined)	-17	13	0
37	O=C(COc1ccc(Br)cc1)N1CCCCCC1	3	7	-1
38	N#Cc1ccc(-c2ccc(F)cc2)nc1Oc1ccc(Cl)c(Cl)c1	0	5	2
39	CCOC(=O)C(C)Oc1ccc2c(C)cc(=O)oc2c1C(C)=O (centres undefined)	1	-4	-4
40	CCC(=O)N1CCc2cc(S(=O)(=O)CCC(=O)NCc3ccc4c(c3)OCO4)ccc21	16	3	1

Quoted at random: two records from the list, in no set order.
item	compound	PGC1a acetyl inh	C2C12 statin	Cneo AK release
36	N#CCCCN1C(=O)C(O)(CC(=O)c2ccc3c(c2)OCCO3)c2ccccc21 (centres undefined)	-17	13	0
34	O=C(CCn1c(=O)oc2ccccc21)NCCN1CCc2ccccc2C1	-5	3	1

(list continues)
item	compound	PGC1a acetyl inh	C2C12 statin	Cneo AK release
41	Cc1c(NC(=O)CSc2nnc(-c3ccco3)n2-c2ccccc2)c(=O)n(-c2ccccc2)n1C	-7	-4	0
42	CC(C)n1nnnc1SCC(=O)NCCc1ccccc1	10	-2	1
43	CC(CN1CCN(C)CC1)OC(=O)c1ccccc1 (centres undefined)	12	-5	15
44	NC(=O)N1CC(O)CC1C(=O)Nc1ccc(Cl)c(Cl)c1 (centres undefined)	11	8	8
45	CCC(c1nnnn1C(C)C)N1CCN(C2CCCC2)CC1 (centres undefined)	2	6	-1
46	COCCN=C1Sc2nc3c(C)cccc3cc2CN1Cc1ccco1	4	114*	-2
47	CNc1sc(C(=O)c2ccc(F)cc2)c(N)c1-c1nc2ccccc2s1	3	-11	-1
48	COc1cccc(-c2cc3c(=O)n(-c4ccccc4)c(=S)[nH]c3s2)c1	7	37	0
49	Cc1ccc(S(=O)(=O)N2CCN(c3ncnc4c3cnn4-c3ccccc3)CC2)cc1	-13	-11	0
50	O=C(Nc1ccccc1)Nc1ccccn1	7	-7	-6
51	COc1ccc2cc(C(c3nnnn3C3CCCCC3)N3CCCCCC3)c3nnnn3c2c1 (centres undefined)	2	5	-1
52	O=C(NCCNS(=O)(=O)c1ccccc1Cl)c1cc(OCC(F)(F)F)ccc1OCC(F)(F)F	-18	-5	0
53	COc1ccc(NC(=O)CCSc2nnc(C)s2)cc1	6	-4	-1
54	Cc1ccc(-n2c(CCc3ccccc3)nnc2SCC(=O)NCc2ccccc2)cc1C	6	11	-1
55	Cc1ccc(N(CN2C(=O)C3CC=CCC3C2=O)C(=O)c2ccco2)cc1Cl (centres undefined)	6	32	1
56	Cc1cccc(NC(=S)NC(NC(=O)OCc2ccccc2)C(Cl)(Cl)Cl)c1 (centres undefined)	-4	9	-1
57	COc1cccc(CN(Cc2ccco2)C(c2ccc(F)cc2)c2nnnn2C(C)(C)C)c1 (centres undefined)	-1	-2	-2
58	CC[n+]1ccc(C)c2cc(SC(F)(F)F)ccc21	-6	-6	0
59	O=C(C1CCN(S(=O)(=O)c2ccc(-n3cnnn3)cc2)CC1)N1CCN(c2ccccc2)CC1	9	0	1
60	CCOC(=O)Cn1cnc2c(nnn2-c2ccccc2)c1=O	-8	-2	0
61	N#Cc1ccc(CSc2nnc(Nc3ccccc3)s2)cc1	-29	25	0
62	Cc1cccc(N2CCN(Cc3cc(=O)n4ccsc4n3)CC2)c1C	11	3	-2
63	CC(C)(C)N1C(=O)[C@H]2[C@@H](c3ccc(Br)cc3)N3C(=O)N(c4cccc(Br)c4)C(=O)[C@@]3(Cc3ccccc3)[C@H]2C1=O	-9	6	-2
64	CCN(CC)CCNC(=O)c1ccc(Cl)c(S(=O)(=O)Nc2ccccc2OC)c1	5	4	4
65	O=C(Nc1ccon1)c1sc2cc(F)ccc2c1Cl	-6	-9	-2
66	Cc1c(C)c2cc(Cl)c(O)c(CN(C)C)c2oc1=O	0	3	2
67	O=c1oc2c3c4c(cc2c2c1CCC2)OCCN4CCC3	7	11	-3
68	O=C(Nc1cccnc1)c1ccc(COc2ccccc2Br)o1	-49	-24	1
69	CC(C)N1C(=S)SC(C)(C)C1NO (centres undefined)	-1	-2	-2
70	O=C1CC(SC(=Nc2ccccc2)Nc2ccccc2)C(=O)N1c1cccc(Cl)c1 (centres undefined)	-6	-32	-2
71	NC(=O)c1cc(N2C(=O)C=CC2=O)ccc1Cl	17	-13	1
72	CCCOc1ccc(/C(O)=C2/C(=O)C(=O)N(CCCOC)C2c2cccnc2)cc1 (centres undefined)	0	-2	-1
73	CCn1c2ccccc2c2nc3cc(S(=O)(=O)N4CCOCC4)ccc3nc21	1	-13	2
74	O=C(Nc1ccccc1-c1ccccc1)c1cccc([N+](=O)[O-])c1	2	-2	-5
75	CN1CCN(C(CNS(=O)(=O)c2ccc(F)cc2)c2cccnc2)CC1 (centres undefined)	6	17	0
76	Cc1nn(-c2ccc(Cl)cc2)c2[nH]c(=O)c(CNCc3ccc4c(c3)OCO4)cc12	11	2	0
77	CCn1c(CN2CCCCCC2=O)nnc1SCc1cnc(-c2ccccc2)s1	-15	-65	-4
78	CN1CCc2[nH]c3ccc(C(=O)NN)cc3c2C1	1	2	-2
79	Cc1noc(C)c1C(=O)Nc1ccc2c(c1)CCC2	-1	5	-2
80	O=C(O)CCc1ccc(-c2cccs2)n1NC(=O)c1ccccc1Br	0	43	2
81	COc1cccc(OCC(=O)Nc2ccccc2NC(C)=O)c1	-23	-10	-1
82	CC(C)CN1C(=O)c2ccccc2C1(O)Cc1ccccc1 (centres undefined)	1	-2	0
83	COc1ccc(-n2c(CSc3nc(C)cc(C)n3)nnc2SCC(=O)Nc2nccs2)cc1	8	-3	0
84	Cc1ccc(C(=O)CC(=O)c2cc(Cl)ccc2O)cc1	-9	2	-5
85	O=C(Nc1ccc(N2CCOCC2)nc1)c1ccc(F)cc1	29	5	0
86	CCOC(=O)Cc1nnc(NC(=O)c2ccccc2OC)s1	-5	26	0
87	CC(=O)c1ccc(N2CCN(C(=O)C3CCCN(S(=O)(=O)c4cnc[nH]4)C3)CC2)cc1 (centres undefined)	-5	8	-1
88	COc1cccc(CNn2c(-c3cccc(C)c3)nc3ccccc3c2=O)c1	-8	4	-1
89	CCN1C(=O)/C(=C/c2nc3ccccc3c(=O)n2-c2ccccc2)c2ccccc21	20	33	0
90	COc1ccc(CC(=O)NC(CC(=O)O)c2ccc(OC)cc2)cc1 (centres undefined)	-1	-3	-2
91	COc1ccc(/C=C/C(O)=C2/C(=O)N(C)C3(C)CC2c2ccccc2O3)cc1 (centres undefined)	-2	-3	0
92	CCOC(=O)C(CC)n1cnc2c(nnn2-c2ccccc2)c1=O (centres undefined)	21	-3	-2
93	COc1ccc(S(=O)(=O)N2CCN(Cc3c[nH]c4ccccc34)CC2)cc1	-4	14	1
94	O=C(C1CCCN(S(=O)(=O)c2cnc[nH]2)C1)N1CC(=O)N(CCc2ccccc2)C(=O)C1 (centres undefined)	1	-8	2
95	COc1ccc(C2C(C#N)=C(N)Oc3n[nH]c(C)c32)cc1CSc1ccccn1 (centres undefined)	-2	-1	3
96	CC1CN(C(=O)CCn2c(=O)oc3ccccc32)CC(C)O1 (centres undefined)	2	7	-4
97	CC1(c2cc([N+](=O)[O-])cc([N+](=O)[O-])c2)CC(C)(C)N(C(=O)c2ccccc2)c2ccccc21 (centres undefined)	9	5	-4
98	COc1ccccc1NC(=O)Cc1noc(CN(C)Cc2cccs2)n1	-2	-10	-2
99	Cc1nnc(SC(=O)N2c3ccccc3Sc3ccccc32)s1	34	-94	-4
100	Cc1cccc(C(=O)NN(C)c2nc(-c3ccccc3)nnc2C(F)(F)F)c1	8	-15	-2

Later entries
item	compound	PGC1a acetyl inh	C2C12 statin	Cneo AK release
101	CN1C(=O)S/C(=C/c2cccnc2)C1=O	-6	2	0
102	COC(=O)CSc1nc2c(c(-c3ccco3)c1C#N)CCCC2	-5	-2	0
103	CCn1c(Cc2ccccc2)nnc1SCC(=O)Nc1ccc(N)cc1	13	-9	-1
104	Cn1c(=O)c2c(nc(CN3CCN(C(=O)c4ccco4)CC3)n2CCc2ccccc2)n(C)c1=O	3	6	3
105	CC(=O)NC(=O)COC(=O)/C=C/c1c(C)nn(Cc2c(Cl)cccc2Cl)c1Cl	-4	-18	-7
106	C=CCc1c(OC)ccc2ccc(=O)oc12	-9	-7	3

Gathered by group, those above containing bromine.
item	compound	PGC1a acetyl inh	C2C12 statin	Cneo AK release
4	Brc1ccc(CSc2ncn[nH]2)cc1	-46	-1	-1
37	O=C(COc1ccc(Br)cc1)N1CCCCCC1	3	7	-1
63	CC(C)(C)N1C(=O)[C@H]2[C@@H](c3ccc(Br)cc3)N3C(=O)N(c4cccc(Br)c4)C(=O)[C@@]3(Cc3ccccc3)[C@H]2C1=O	-9	6	-2
68	O=C(Nc1cccnc1)c1ccc(COc2ccccc2Br)o1	-49	-24	1
80	O=C(O)CCc1ccc(-c2cccs2)n1NC(=O)c1ccccc1Br	0	43	2
